# UBC13 inh: UBC13 polyubiquitin chain formation inhibitors, primary screen, biochemical, TR-FRET, uHTS; 330,000 tested, 0.47% active; Ubiquitin-conjugating enzyme E2 N (Homo sapiens), P61088; inhibition, % at 20 µM; in the data active = inhibition above about 45%, passing the limit was not always enough
# Apaf-1 inh: inhibitors of human Apaf-1 apoptosome, primary screen, biochemical, DEVD-Rh110 fluorescence, uHTS. Apoptotic protease-activating factor 1 (Homo sapiens), O14727. reconstituted apoptosome caspase-3 activity. inhibition, % at 20 µM. 330,000 tested, 0.71% active. AID 489030, 2010; active = inhibition of at least 40% at 20 µM;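 also: plate controls were DMSO wells for no effect and DEVD-CHO caspase inhibitor wells for full effect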
# Target sequence (O14727 whole entry, looked up): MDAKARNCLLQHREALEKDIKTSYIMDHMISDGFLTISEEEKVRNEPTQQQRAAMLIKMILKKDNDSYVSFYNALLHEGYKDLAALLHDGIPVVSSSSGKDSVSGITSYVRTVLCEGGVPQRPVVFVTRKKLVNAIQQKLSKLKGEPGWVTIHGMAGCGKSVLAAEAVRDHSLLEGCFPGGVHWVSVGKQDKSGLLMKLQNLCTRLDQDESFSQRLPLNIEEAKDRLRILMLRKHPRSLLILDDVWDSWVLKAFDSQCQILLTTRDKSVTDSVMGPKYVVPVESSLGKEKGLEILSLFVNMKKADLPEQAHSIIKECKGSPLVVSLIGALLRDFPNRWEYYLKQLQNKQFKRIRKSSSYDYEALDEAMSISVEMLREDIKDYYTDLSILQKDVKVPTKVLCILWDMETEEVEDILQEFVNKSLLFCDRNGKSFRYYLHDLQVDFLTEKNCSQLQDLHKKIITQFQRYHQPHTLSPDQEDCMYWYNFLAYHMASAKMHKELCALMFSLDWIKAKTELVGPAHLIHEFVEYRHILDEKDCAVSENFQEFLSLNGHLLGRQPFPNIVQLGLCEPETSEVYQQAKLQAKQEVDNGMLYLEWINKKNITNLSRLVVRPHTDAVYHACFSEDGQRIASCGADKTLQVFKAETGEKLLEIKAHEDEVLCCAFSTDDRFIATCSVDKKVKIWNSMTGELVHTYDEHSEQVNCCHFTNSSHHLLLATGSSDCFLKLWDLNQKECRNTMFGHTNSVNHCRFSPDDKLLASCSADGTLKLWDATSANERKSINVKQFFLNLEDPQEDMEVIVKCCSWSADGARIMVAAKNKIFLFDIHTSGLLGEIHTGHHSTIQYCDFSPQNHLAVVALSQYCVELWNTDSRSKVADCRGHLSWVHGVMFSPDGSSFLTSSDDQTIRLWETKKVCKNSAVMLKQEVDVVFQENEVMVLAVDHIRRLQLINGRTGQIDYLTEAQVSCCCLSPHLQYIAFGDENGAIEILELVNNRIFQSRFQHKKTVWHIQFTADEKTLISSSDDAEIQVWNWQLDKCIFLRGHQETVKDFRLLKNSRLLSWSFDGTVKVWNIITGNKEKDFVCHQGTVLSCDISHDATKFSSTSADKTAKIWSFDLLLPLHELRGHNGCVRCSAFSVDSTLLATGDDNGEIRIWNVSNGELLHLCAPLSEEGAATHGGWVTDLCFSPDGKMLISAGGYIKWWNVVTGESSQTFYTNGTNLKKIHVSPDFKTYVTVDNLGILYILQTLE
#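 Material: cell-free apoptosome with Apaf-1, procaspase-3 and caspase-9; Buffer or medium: Hepes pH 7.5 with detergent and BSA; Reagent: cytochrome c trigger plus (Z-DEVD)2-Rh110 caspase-3 substrate; Times: compound with Apaf-1, dATP, procaspase-3 30 min, then 50 min reaction, room temperature; Technique: Rh110 fluorescence intensity.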
# SENP8 block-1: human SENP8 protease inhibitors, primary screen, biochemical, fluorescence, Nedd8 protein substrate, uHTS | recombinant SENP8 | inhibition, % at 20 µM | 360,000 tested, 0.64% active | AID 602440, 2012; in the data active = inhibition mostly above about 40%, no sharp cut-off; inactive = mostly below about 27%
# SENP7 inh: SENP7 protease inhibitors, primary screen, biochemical, luminescence, uHTS | inhibition, % at 5 µM | recombinant SENP7, Z-RLRGG-aminoluciferin luminescence, 40 min | 330,000 tested, 1.5% active | Sentrin-specific protease 7 (Homo sapiens), Q9BQF6;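 active = inhibition above about 50% at the single test dose, limit read from the data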;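 also: plate controls were DMSO with enzyme for no effect and no enzyme buffer wells for full effect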
# SENP6 block: SENP6 protease inhibitors, primary screen, biochemical, luminescence, uHTS | 330,000 tested, 1.8% active | inhibition, % at 10 µM | Recombinant SENP6 catalytic domain, aminoluciferin luminescence | AID 2599, 2010;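 active = inhibition above about 50% at the single tested dose, limit read from the data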;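 also: plate controls were DMSO wells with enzyme for no effect and DMSO wells lacking enzyme for full effect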
# SENP1 inh: human SENP1 catalytic domain inhibitors, primary screen, biochemical, FRET, uHTS; recombinant SENP1 catalytic domain, CyPet-SUMO1-YPet FRET cleavage; inhibition, % at 10 µM; 360,000 tested, 0.21% active; AID 624204, 2012;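 active = inhibition at least 30% at 10 µM, raw YFP signal under a set limit, fluorescence ratio 0.5 to 1.5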;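 also: 0% = enzyme with DMSO and 100% = no enzyme wells; some results filed as inactive read as strong as hits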
#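 Compound: 10 µM single point, 0.5% DMSO; Test system: hSENP1 catalytic domain, recombinant; Timing: 50 min reaction at room temperature; Technique: FRET, CFP and YFP emission; Control set: no-enzyme wells low, DMSO-plus-enzyme wells high control.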
# SENP8 block-2: SENP8 protease inhibitors, primary screen, biochemical, luminescence; Sentrin-specific protease 8 (Homo sapiens), Q96LD8; purified SENP8, Z-RLRGG-aminoluciferin cleavage; inhibition, % at 10 µM; 330,000 tested, 1.2% active; AID 2540, 2010; in the data active = inhibition above about 50%
# APOBEC3G inh: APOBEC3G DNA deaminase inhibitors, primary screen, biochemical, fluorescence, single-stranded DNA substrate, uHTS. DNA dC->dU-editing enzyme APOBEC-3G (Homo sapiens), Q9HC16. recombinant A3G, ssDNA deamination FAM/TAMRA fluorescence. inhibition, % at 20 µM. 330,000 tested, 0.28% active. AID 493012, 2011;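 active = inhibition of at least 40% at 20 µM, with no more than 30% in the related APOBEC3A deaminase screen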;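 also: plate controls were DMSO wells with A3G for no effect and wells lacking A3G enzyme for full effect; some compounds called inactive have numbers as strong as hits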
# An asterisk follows results filed as active; i = inactive; . = no result given.
# The line under a structure holds: UBC13 inh	Apaf-1 inh	SENP8 block-1	SENP7 inh	SENP6 block	SENP1 inh	SENP8 block-2	APOBEC3G inh
CN(CCC1CCOCC1)C(=O)CC1C(=O)NCCN1Cc1ccoc1 (configuration not stated)
→ -4	7	15	-9	-10	-1	-6	2
Oc1c(/C=C/C=C/C=Nc2ccccc2)sc(=S)n1Cc1ccccc1
→ -20	15	38	4	7	-1	6	0
CCSc1nnc(NC(=O)Cc2ccccc2OC)s1
→ 0	-8	12	3	6	1	3	-3
CCC(C)[C@H](NC(=O)C1(c2ccccc2)CCN(C(=O)OC(C)(C)C)CC1)C(=O)N[C@@H](C(=O)O)c1ccccc1 (some centres not stated)
→ -10	4	28	-16	-20	-1	-10	-13
COc1ccc(NC(=O)CSc2n[nH]c(-c3ccncc3)n2)cc1Cl
→ 2	-1	-19	6	13	-4	11	-3
N#CCc1ccc(NC(=O)Nc2cccc(Cl)c2)cc1
→ -6	24	15	-9	2	-1	-6	0
CN1CCN(C(=O)N2c3ccccc3C=Cc3ccccc32)CC1
→ 4	-4	16	9	-6	-1	-1	-6
C=C(C)/C=N/NC(=S)Nc1ccc(S(=O)(=O)N2CCOCC2)cc1
→ 2	-24	19	6	3	0	2	1
Cn1cccc1/C=C1\SC(=S)N(NC(=O)c2ccc(F)cc2)C1=O
→ -81	18	52*	-4	1	-85	7	1
O=C(O)c1ccc(/C=C2\SC(=Nc3ccccc3)N(c3ccccc3)C2=O)cc1
→ -12	1	9	2	5	-1	3	-8
CCOc1ccc(N2CC(C(=O)N3CCN(c4ccccn4)CC3)CC2=O)cc1 (configuration not stated)
→ -7	-1	-13	-2	-2	0	-1	-7
Clc1cccc2sc(N3CCOCC3)nc12
→ -12	11	35	-7	-29	0	-22	-5
CCc1cc(C(=O)OC)c(NC(=O)CC2SC(=NC)N(C)C2=O)s1 (configuration not stated)
→ -1	-7	2	5	-11	0	1	-1
Cn1c(=O)n(CCC(=O)O)c2ccccc21
→ -8	4	32	-2	-14	0	-1	-4
COc1ccc(NC(=O)c2cccc(S(=O)(=O)N3CCOCC3)c2)cc1
→ -4	-4	14	-7	-8	2	-8	-10
CCC(Sc1nc2ccccc2[nH]1)C(=O)Nc1cc(C)on1 (configuration not stated)
→ -2	-20	-1	-1	-4	1	2	-2
Cc1nn(CC(=O)OCC(=O)NCCc2ccc(F)cc2)c(C)c1[N+](=O)[O-]
→ 3	-6	6	4	2	2	-1	-8
O=C(COC(=O)c1ccc(Br)o1)Nc1nc2ccccc2s1
→ -7	12	-5	-8	4	-7	-10	0
CCC(=O)N1CCN(CCN=CC2=C(O)CC(C)(C)CC2=O)CC1
→ 4	-21	10	1	-6	-2	3	-3
O=C(Nc1ccc2c3c(cccc13)CC2)c1cccc([N+](=O)[O-])c1
→ -11	14	16	-1	-19	1	-13	-5
Oc1ccccc1Nc1ccccn1
→ 8	4	8	-5	3	2	-2	-1
CCCn1c(SCC(=O)N2CCCC2)nc2c1c(=O)n(C)c(=O)n2C
→ 8	-1	10	5	4	1	0	-2
COc1cccc(C(=O)Nn2cnnc2)c1
→ 4	5	8	1	-2	2	-4	-4
CC(OC(=O)COc1cccc2c1OC(C)(C)C2)C(=O)Nc1ccc(S(N)(=O)=O)cc1 (configuration not stated)
→ 2	3	15	1	-9	4	9	-10
Cc1ccc(Cn2c(SCC(=O)NCC3CCCO3)nc3c(sc4ccccc43)c2=O)cc1 (configuration not stated)
→ -7	9	-14	6	10	-1	2	2
CSc1nsc(SCC(=O)Nc2ccc(NC(C)=O)cc2)n1
→ -1	1	1	-5	-27	-1	-4	0
CC1CN(c2nnc(-c3ccccc3)c3ccccc23)CC(C)O1 (configuration not stated)
→ 5	2	-1	-1	4	1	-10	-1
O=C(COc1ccc(Br)cc1)NCCN1CCCC1
→ 10	5	14	5	-16	-2	0	-8
Cc1cccnc1NC(=O)c1ccco1
→ 1	-2	6	4	-8	1	1	-6
Fc1ccc(CN2CC[C@H]3C=CCc4cccc(c43)C2)cc1
→ 15	16	i	2	15	-85	-2	-3

# (further entries)
# The line under a structure holds: UBC13 inh	Apaf-1 inh	SENP8 block-1	SENP7 inh	SENP6 block	SENP1 inh	SENP8 block-2	APOBEC3G inh
O=C(NC(c1ccccc1)C(Cl)Cl)c1ccccc1 (configuration not stated)
→ 10	-9	17	-2	-2	2	-8	-6
COc1c(C)cc(Br)cc1C(=O)NC(=S)Nc1ccc(Cl)c(C(=O)O)c1
→ 2	10	20	-2	-6	0	-1	-2
Cc1cc(=O)[nH]c(SCC(=O)N2CCCC2)n1
→ -5	-11	11	4	-8	0	0	-3
CCN1CCN(CCNC(=O)c2cc(Cl)c(NC(=O)C3=C(C)OCCS3)cc2OC)CC1
→ 7	13	10	8	-8	-2	-2	2
CCN1CCN(c2nc3c(C)cccn3c(=O)c2/C=C(\C#N)C(=O)NCCOC)CC1
→ -2	10	-296	-9	-11	-26	-12	-3
COc1ccc2oc(C(=O)OCC(=O)N(Cc3ccccc3)C(C)C)c(C)c2c1
→ -8	22	-321	1	-5	-7	5	6
Cc1cc2cc(C)c3nnc(SCC(=O)NCc4ccco4)n3c2cc1C
→ 5	-2	-40	-14	-24	0	-7	-7
COc1ccc(N)cc1-n1cnnn1
→ -4	0	-15	-2	12	0	4	-4
O=C(NCC1CCCO1)c1nc2c(nnn2Cc2ccc(F)cc2)c(=O)[nH]1 (configuration not stated)
→ 6	4	12	2	11	1	-5	-1
O=C(c1cnc(Cl)c(Cl)c1)N1CCN(S(=O)(=O)c2ccc(F)cc2)CC1
→ -7	-8	13	-3	-7	-1	-6	-5
O=C(O)c1[nH]c2ccccc2c1CC(=O)N1CCOCC1
→ -1	-1	5	3	-2	3	-2	-1
CCOC(=O)[C@H]1[C@H]2COc3ccccc3[C@@H]2N2C(=O)c3cc(C)ccc3NC(=O)[C@@]12C
→ 10	11	2	2	-15	1	3	-9
N#CC1(NC(=O)CN2C(=O)NC(c3ccccc3)(c3ccccc3)C2=O)CCCC1
→ -1	6	-4	-6	-4	0	-11	-8
Cc1ccc(/C=C/C(=O)O)cc1S(=O)(=O)Nc1ccccc1C(=O)O
→ -3	7	1	0	-15	5	-9	-4
Cc1cc(Nc2ccc(Cl)cc2)nc(N2CCOCC2)n1
→ -3	4	-8	-11	-11	-14	-6	-6
NS(=O)(=O)c1ccc(NC(=S)NC(=O)c2ccco2)cc1
→ -13	5	19	-8	-5	0	-3	-6
Cc1c(NC(=O)c2cc(-n3cnnc3)ccc2Cl)cccc1-c1nc2ccccc2s1
→ 0	5	2	1	-5	-2	2	-3
CCOC(=O)C(=NC(C)(C)C)NNc1cc(Cl)ccc1Cl
→ -6	14	4	10	5	-23	-1	3
O=C(Cc1ccccc1)N/N=C/c1cc(Br)cc(Cl)c1O
→ 1	11	-357	-12	0	-24	-8	-4
CSc1ccc(CN2C(=O)NC3(CCCCCC3)C2=O)cc1
→ 8	-5	16	3	-6	1	7	-3
CN(C)c1nnnn1-c1ccc(Oc2ncc(C(F)(F)F)cc2Cl)cc1
→ 6	2	5	-1	-9	1	8	-5
O=C(Nc1cccc(Cl)c1)Nc1ccc(Cl)cn1
→ 0	3	28	10	-11	-1	-13	-6
COC(=O)CCC(=O)OC1(C)C(=O)C=C2C=C(C3CC3)N(CC(C)C)C=C2C1=O (configuration not stated)
→ -31	53*	.	8	27	.	1	-4
COc1ccc(-c2nn3c(COc4ccccc4)nnc3s2)cc1OC
→ 7	-13	-139	-3	-13	3	-2	-6
Cc1cccnc1NC(=O)c1c(O)c2cccc3c2n(c1=O)CCC3
→ 26	9	-122	1	-2	0	-2	-8
CCCCn1c(N)c(N(CC)C(=O)c2cccc(S(=O)(=O)N3CCN(C)CC3)c2)c(=O)[nH]c1=O
→ 5	3	8	3	0	-1	4	-6
O=C(O)c1ccc(Nc2cc(Cl)c3nonc3c2[N+](=O)[O-])cc1
→ -29	21	19	4	16	2	4	7
CC(=O)Nc1sc(NC(=O)c2ccc(Cl)cc2)nc1-c1cccs1
→ -1	2	-42	-1	4	0	1	-4
CC(=O)c1ccc(NC(=O)c2ccc(NC(=O)c3ccco3)cc2)cc1
→ -4	5	-16	16	4	0	-9	57*
CCC1(C)Cc2nc3sc(C(=O)O)c(N)c3cc2CO1 (configuration not stated)
→ -2	6	-146	1	-7	-38	-4	-5

# Other compounds:
# The line under a structure holds: UBC13 inh	Apaf-1 inh	SENP8 block-1	SENP7 inh	SENP6 block	SENP1 inh	SENP8 block-2	APOBEC3G inh
CC(=O)Nc1ccc(NC(=O)CSc2nc(N)c(NC(=O)c3ccccc3F)c(=O)[nH]2)cc1
→ -7	-11	-2	1	-2	-1	4	0
CCOC(=O)C1=C(COC(=O)/C=C/c2ccc(OCC)c(OC)c2)NC(=O)NC1C (configuration not stated)
→ -2	21	-431	-8	-1	1	-4	2
O=C(c1ccc(CS(=O)Cc2ccccc2Cl)o1)N1CCN(c2cccc(Cl)c2)CC1 (configuration not stated)
→ 5	24	12	-3	5	1	-6	-1
CCCCCNCc1cccc(Br)c1
→ -4	-21	11	28	-9	0	2	-2
COc1cc(CC(=O)N(c2ccccc2)c2nc(C)cs2)cc(OC)c1OC
→ 6	-1	13	-5	-5	6	3	-5
O=C1c2ccccc2N2C(=O)c3ccccc3C2N1Cc1ccco1 (configuration not stated)
→ 1	14	6	1	10	1	2	-1
CCOC(=O)c1csc(NC(=O)CSc2nnnn2-c2cccc(OC)c2)n1
→ 1	14	21	-5	10	2	-1	-6
O=C(COC(=O)c1cccc([N+](=O)[O-])c1)NNC(=O)c1cccs1
→ 5	-8	1	-2	-8	1	-5	-6
Cc1ccc(Cc2nc(-c3cccc(C)c3)no2)cc1
→ 3	-2	7	-8	27	-1	11	5
CCS(=O)(=O)c1cc([N+](=O)[O-])c(Sc2ccccc2NC(C)=O)s1
→ -5	0	8	-2	1	-4	6	36
CCOC(=O)c1c(NC(=O)CN(CC)CC)sc2c1CCC2
→ 5	13	-7	-5	-12	0	1	-9
COc1ccc(-c2cc(C(F)(F)F)nc(SCC(=O)N3CCOCC3)n2)cc1OC
→ -2	0	i	1	4	-4	-1	1
CCN(CC)S(=O)(=O)c1cccc(-c2nnc(SCc3ncc(-c4ccccc4)o3)n2C)c1
→ 4	9	1	-6	5	1	-1	-2
C=CC[C@H](CC(=O)N(CCO)Cc1ccccc1)C(=O)NC[C@H](OC(=O)[C@@H](CC=C)CC(=O)OC(C)(C)C)c1ccccc1
→ 12	23	9	6	-13	4	8	-4
COc1ccc(-c2csc(-c3ccccc3)n2)c(OC)c1
→ 4	3	-79	89*	93*	-3	84*	-6
COc1ccccc1C(=O)OCC(=O)Nc1ccc(Cl)cn1
→ -5	5	3	7	-3	-1	-5	-6

# SENP6 block: entries above that show a hit
mol	UBC13 inh	SENP8 block-1	SENP7 inh	SENP6 block	SENP1 inh	APOBEC3G inh
COc1ccc(-c2csc(-c3ccccc3)n2)c(OC)c1	4	-79	89*	93*	-3	-6

# A few values from the list.
# Value for COc1cc(CC(=O)N(c2ccccc2)c2nc(C)cs2)cc(OC)c1OC under APOBEC3G inh: -5
# Value for COc1ccc(-c2cc(C(F)(F)F)nc(SCC(=O)N3CCOCC3)n2)cc1OC under SENP6 block: 4
